High-throughput results as filed in PubChem BioAssay.
AMPAR-TARP mod – modulators of GluA2-stargazin AMPA receptor complexes, primary screen, cell-based, membrane potential dye | Voltage-dependent calcium channel gamma-2 subunit (Mus musculus) + Glutamate receptor 2 … | HEK293 GluA2+stargazin, membrane potential dye (FDSS), glutamate EC50; hits were called plate by plate, in both directions | calls only at 30 µM | 3.5% of 40,000 active;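 active = any of four per-well response measures lying three or more SD from its plate-wide compound average, in either direction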
Target sequence (O88602 whole entry, looked up): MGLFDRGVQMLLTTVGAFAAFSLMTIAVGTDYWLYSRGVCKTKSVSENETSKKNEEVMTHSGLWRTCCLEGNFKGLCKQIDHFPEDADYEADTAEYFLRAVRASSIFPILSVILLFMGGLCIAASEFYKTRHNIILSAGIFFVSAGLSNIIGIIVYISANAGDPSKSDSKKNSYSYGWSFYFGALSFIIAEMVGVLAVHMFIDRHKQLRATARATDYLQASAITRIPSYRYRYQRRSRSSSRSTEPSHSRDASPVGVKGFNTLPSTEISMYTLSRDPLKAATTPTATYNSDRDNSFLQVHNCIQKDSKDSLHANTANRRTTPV
Target sequence (P19491 whole entry, looked up): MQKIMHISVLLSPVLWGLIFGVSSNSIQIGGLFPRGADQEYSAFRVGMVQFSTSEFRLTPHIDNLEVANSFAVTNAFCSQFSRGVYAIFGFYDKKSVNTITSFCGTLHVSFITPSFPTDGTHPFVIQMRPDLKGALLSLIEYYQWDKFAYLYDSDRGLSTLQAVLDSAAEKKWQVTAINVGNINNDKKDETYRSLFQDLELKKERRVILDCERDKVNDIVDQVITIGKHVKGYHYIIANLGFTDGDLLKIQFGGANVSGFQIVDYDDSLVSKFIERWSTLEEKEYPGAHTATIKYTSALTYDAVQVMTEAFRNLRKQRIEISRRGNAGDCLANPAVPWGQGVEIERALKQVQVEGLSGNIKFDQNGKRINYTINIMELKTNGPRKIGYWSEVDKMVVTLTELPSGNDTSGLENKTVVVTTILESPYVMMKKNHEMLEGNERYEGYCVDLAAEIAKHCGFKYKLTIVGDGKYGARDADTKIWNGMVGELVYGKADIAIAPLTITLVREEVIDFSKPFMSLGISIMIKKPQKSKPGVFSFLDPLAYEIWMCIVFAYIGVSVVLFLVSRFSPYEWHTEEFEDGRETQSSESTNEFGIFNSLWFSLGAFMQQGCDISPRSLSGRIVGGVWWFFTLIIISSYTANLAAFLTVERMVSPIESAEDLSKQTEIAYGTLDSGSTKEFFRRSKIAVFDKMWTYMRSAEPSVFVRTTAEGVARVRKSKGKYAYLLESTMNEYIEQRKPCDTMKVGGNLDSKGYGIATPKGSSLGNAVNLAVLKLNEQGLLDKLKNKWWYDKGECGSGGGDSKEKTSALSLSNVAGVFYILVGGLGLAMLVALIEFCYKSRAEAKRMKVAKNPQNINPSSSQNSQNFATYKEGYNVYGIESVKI
AMPAR-TARP mod agonism max-min – recorded beside AMPAR-TARP mod, whose call it bears; compound max-min signal; compound-alone response (agonism);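 unitless range of fluorescence divided by baseline over first 100 seconds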
AMPAR-TARP mod glutamate slope – second read-out of AMPAR-TARP mod, no call of its own (marks repeat the call); glutamate slope, % of max; measured here: glutamate response slope, % max;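 scaled per plate between vehicle wells and maximal 1 mM glutamate control wells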
The depositor's hits bear a star; i = inactive; + = active, no number; & = joins results of further samples.

The line under a structure holds: AMPAR-TARP mod | AMPAR-TARP mod agonism max-min | AMPAR-TARP mod glutamate slope
> O=C(c1cccc(F)c1)N1CCC(Cn2cnc3ccccc32)CC1
  i | 0.0795 | 53.6
> CC(=O)Nc1ccc(N2C(=O)/C(=C/c3cccc(O)c3)SC2=S)cc1
  i | 0.113 | 77.1
> O=C(CCCS(=O)(=O)c1ccc(Cl)cc1)Nc1ccc([N+](=O)[O-])cc1
  + | 0.203* | 42.2*
> CCOc1ccc(-c2noc(CSc3nc4ccccc4c(=O)n3CCCOC)n2)cc1
  i | 0.0534 | 71.8
> O=C(/C=C/c1ccccc1)NC1CCCC(O)C1 (stereo not drawn)
  i | 0.16 | 72.2
> COCC(C)NC(=O)C(=O)NCc1ccccc1 (stereo not drawn)
  i | 0.103 | 66.5
> O=C(NCC1CCN(C(=O)Nc2ccc(F)cc2)CC1)Nc1ccccc1C(F)(F)F
  i | 0.0298 | 67.6
> CC12CCC(C(=O)Nc3ncc(Cl)cc3Cl)(CC1=O)C2(C)C (stereo not drawn)
  i | 0.0426 | 60.2
> CC(C)OCC(O)CN1CCC(Cc2ccccc2)CC1 (stereo not drawn)
  i | 0.0394 | 68.0
> CC(=O)N1CCN(C(=O)CCc2sc(C)nc2-c2cccs2)CC1
  i | 0.106 | 53.1
> Cc1cc(N(C)C)nc(NCCNC(=O)Nc2cccc(Cl)c2C)n1
  i | 0.159 | 53.6
> Cc1nn(CCNC(=O)c2cccc(Br)c2)c(C)c1Cl
  i | 0.127 | 62.6
> CCCOc1ccc(S(=O)(=O)N2CCCC2)cc1C
  i | 0.0519 | 70.9
> CC(C)(C)n1ncc2c(=O)n(NC(=O)c3ccc(S(=O)(=O)N4CCOCC4)cc3)cnc21
  i | 0.0341 | 44.6
> CCCCCOC(=O)Cn1c(SCC)nc2c1c(=O)[nH]c(=O)n2C
  i | 0.0601 | 58.8
> O=C(CCCS(=O)(=O)c1ccc(Cl)cc1)Nc1nc(-c2ccc3c(c2)OCO3)cs1
  i | 0.073 | 57.6
> O=C1CCCCN1c1cccc(NS(=O)(=O)c2ccccc2[N+](=O)[O-])c1
  i | 0.0599 | 46.9
> Cc1ccc(NC(=O)C2Nc3cc(C(F)(F)F)ccc3S(=O)(=O)N2)cc1Cl (stereo not drawn)
  i | 0.0849 | 76.9
> CSc1cccc(NC(=O)NCCNc2cc(-n3ccnc3C)nc(C)n2)c1
  i | 0.103 | 54.6
> CSCCC(C)(O)CNS(=O)(=O)c1cc(C)c(Cl)cc1Cl (stereo not drawn)
  i | 0.162 | 33.2
> COc1cc(OC)cc(C2=NC3(CCCC3)N=C2SCC(=O)Nc2ccccc2)c1
  + | 0.135* | 80.8*
> CC(=O)c1ccccc1OCC(O)CN1CCN(c2ccccn2)CC1 (stereo not drawn)
  i | 0.0674 | 47.3
> COCCCNC(=O)c1ccc2c(c1)ncn2-c1ccccc1
  i | 0.0872 | 66.4
> CCOC(=O)Cn1c(=NC(=O)c2ccn(C)n2)sc2cccc(F)c21
  i | 0.0429 | 67.6
> Cc1cc(NC(=O)COc2ccccc2)n(C2CCS(=O)(=O)C2)n1 (stereo not drawn)
  i | 0.0625 | 42.1
> Cc1cc(C)cc(C(=O)Nc2sc(SCC(N)=O)nc2-c2ccccc2)c1
  i | 0.109 | 41.8
> CCOc1ccc(NC(=O)C(=O)NCc2ccc(F)cc2)cc1
  i | 0.0534 | 48.1
> CC(O)(CNS(=O)(=O)c1ccc2c(c1)OCCO2)C1CC1 (stereo not drawn)
  i | 0.101 | 63.2
> Cc1[nH]c2ccccc2c1C(=O)C(=O)N1CCN(c2ncnc3c2nnn3C)CC1
  i | 0.0951 | 43.8
> CC1(C)C(=O)OC(/C=C\c2cccc([N+](=O)[O-])c2)C(C)(C)C1=O (stereo not drawn)
  i | 0.0505 | 47.7
> O=c1cc(-c2ccc(F)cc2)oc2ccc(Cl)cc12
  i | 0.0679 | 42.9
> COc1ccc(CNC(=O)CS(=O)(=O)c2ccc(Cl)s2)cc1
  i | 0.0907 | 52.5
> CCN1CCc2c(sc(NC(=O)c3ccc([N+](=O)[O-])s3)c2-c2nc3ccccc3s2)C1
  i | 0.152 | 72.9
> Cc1nc2sc(C(c3ccc(F)c(F)c3)N3CCCC3)c(O)n2n1 (stereo not drawn)
  i | 0.0518 | 48.7
> CCOc1ccc(-c2ccc(OCCNS(=O)(=O)c3ccc(C)cc3C)nn2)cc1
  i | 0.0315 | 60.5
> O=C(Cc1ccccc1Cl)N1CCN(c2ccc3nncn3n2)CC1
  i | 0.0875 | 38.4
> Cc1ccc(Nc2ccc(N3CCN(C(=O)c4snnc4C)CC3)nn2)cc1
  i | 0.128 | 53.4
> Cc1cc(=O)[nH]c(-n2nc(C3CC3)cc2NC(=O)c2cc(Cl)ccc2Cl)n1
  i | 0.125 | 58.3
> CCC(C)NC(=O)c1cc2cc(Br)cc(OC)c2oc1=O (stereo not drawn)
  i | 0.0982&0.0589 | 50.8&100.4
> Cc1[nH]c(=O)[nH]c(=O)c1CC(=O)Nc1ccc(OC(F)(F)F)cc1
  i | 0.144 | 74.5
> O=C(NCCCN1CCOC(c2ccccc2)C1)c1c(F)cccc1F (stereo not drawn)
  i | 0.0385 | 33.4
> COc1ccc(SCC(=O)Nc2ccc3c(c2)C(=O)N(C)C3=O)cc1
  i | 0.0966 | 63.8
> COCCNC(=O)Cc1ccc(NC(=O)c2ccc(Br)o2)cc1
  i | 0.0849 | 43.7
> COc1ccc(S(=O)(=O)NCCNc2cc(-n3ccnc3C)nc(C)n2)c(C)c1C
  i | 0.0849 | 54.4
> COc1cn(CC(=O)NCCc2ccccc2)c(CSc2nc(C)cc(C)n2)cc1=O
  i | 0.0527 | 53.3
> CS(=O)(=O)N1CCC(CNC(=O)c2ccccc2Cl)CC1
  i | 0.0692 | 45.2
> O=C(Cc1ccc(NC(=O)C2(c3ccccc3)CCOCC2)cc1)NCc1cccs1
  i | 0.108 | 54.9
> O=C(CCc1csc(NS(=O)(=O)c2ccccc2)n1)NCCc1c[nH]c2ccccc12
  i | 0.0933 | 50.2
> Cc1nc2ccccc2n1CC1CCN(S(=O)(=O)c2ccccc2F)CC1
  i | 0.103 | 66.4
> COc1ccc(C(F)(F)F)cc1NC(=O)C1CCCN(c2ccc(-n3ccnc3)nn2)C1 (stereo not drawn)
  i | 0.104 | 59.0
> Cc1nc2ccccn2c1C(=O)NCCc1csc2nc(-c3ccccc3F)nn12
  i | 0.0784 | 55.1
> COc1ccc2nc(-c3ccc(C)c(NS(=O)(=O)c4ccccc4Cl)c3)cn2n1
  i | 0.0867 | 54.2
> CCOC(=O)Cn1c(=O)c2c(nc3n(-c4ccccc4)c(-c4ccccc4)cn23)n(C)c1=O
  i | 0.0703 | 65.4
> Cc1ccc(-c2cc(=O)n(CC(=O)NC3CCCC3)cn2)cc1
  i | 0.0738 | 53.6
> COc1c(S(=O)(=O)N2CCCCC2C)ccc(Cl)c1Cl (stereo not drawn)
  i | 0.106 | 64.4
> COc1ccc(/C=C/C(=O)NCC2CCN(C(=O)c3ccccc3F)CC2)cc1OC
  i | 0.0455 | 35.4
> Cn1c(=O)c2c(-c3cccnc3)c(NCc3ccccc3)oc2n(C)c1=O
  i | 0.113 | 59.1
> COC(=O)c1ccc2c(=O)n(CC(=O)NCCN3CCc4ccccc4C3)c(=S)[nH]c2c1
  i | 0.0667 | 66.5
> Cc1csc(NC(=O)CSc2nnc(-c3cccnc3)o2)n1
  i | 0.102 | 50.4
> O=C(NNC(=O)c1ccc(Cl)cc1)NC12CC3CC(CC(C3)C1)C2
  i | 0.117 | 45.2

Next part.
The line under a structure holds: AMPAR-TARP mod | AMPAR-TARP mod agonism max-min | AMPAR-TARP mod glutamate slope
> CC(Cn1nc(-c2ccco2)ccc1=O)C(=O)Nc1ccccc1C#N (stereo not drawn)
  i | 0.0776 | 47.0
> O=S(=O)(NCCC(O)c1cccs1)c1ccc2c(c1)OCCO2 (stereo not drawn)
  i | 0.101 | 64.9
> O=c1oc2c3c(ccc2cc1-c1ccccc1)OCN(CCCN1CCOCC1)C3
  i | 0.119 | 42.1
> CCc1ccc(OC)c(S(=O)(=O)NCCN2CCN(c3ccccc3OC)CC2)c1
  i | 0.0533 | 78.2
> Cc1cc2cc(CNC(=O)CC(C)(C)C)ccc2[nH]1
  i | 0.0646 | 49.5
> COc1ccc(OC)c2sc(NC(=O)C3CCCCN3S(C)(=O)=O)nc12 (stereo not drawn)
  i | 0.105 | 63.0
> O=S(=O)(Cc1ccccc1)NCC(c1ccco1)N1CCOCC1 (stereo not drawn)
  i | 0.139 | 46.2
> CCCCOCC(O)CN1CCN(C)CC1 (stereo not drawn)
  i | 0.118 | 57.2
> CC1CN(c2ccc(Oc3ccccc3)cc2)c2nc3c(c(=O)n(Cc4ccccc4)c(=O)n3C)n2C1 (stereo not drawn)
  i | 0.0759 | 44.8
> O=C(NCC(O)(c1cccs1)C1CC1)C(=O)Nc1ccccc1Cl (stereo not drawn)
  i | 0.139 | 44.8
> Cc1nc(-n2nc(-c3ccco3)cc2NC(=O)c2ccco2)[nH]c(=O)c1C
  i | 0.116 | 69.1
> CCOc1cc(/C=C/c2ccc3cccc(O)c3n2)cc(Br)c1O
  i | 0.0656 | 15.1
> CCCN(CCC)S(=O)(=O)c1ccc2cc(OCC)ccc2c1
  i | 0.0649 | 78.6
> O=C(Nc1ccc(F)c([N+](=O)[O-])c1)c1ccc(=O)n(Cc2cccc(F)c2)c1
  i | 0.118 | 51.0
> CC(=O)N1N=C(c2ccccc2NS(C)(=O)=O)CC1c1cccs1 (stereo not drawn)
  i | 0.0845 | 65.9
> COc1cc(C(=O)N(CCN2CCOCC2)c2nc3cc(C)cc(C)c3s2)cc(OC)c1OC
  i | 0.11 | 47.7
> COc1ccc(Cl)cc1NC(=O)Cn1cc(OC)c(=O)cc1CSc1nccn1C
  i | 0.0471 | 47.9
> C#CC1(OCC(O)CNC(C)(C)CC(C)(C)C)CCCCC1 (stereo not drawn)
  i | 0.0574 | 53.0
> CCOc1ccccc1C(=O)NCC1CCN(C(=O)c2ccccc2F)CC1
  i | 0.0411 | 64.1
> Cn1c(SCc2nc(-c3ccc(C(F)(F)F)cc3)no2)nc2cc3c(cc2c1=O)OCO3
  i | 0.0701 | 48.8
> Cc1c(C(=O)Nc2nccs2)nnn1-c1ccccc1Cl
  i | 0.0729&0.0397 | 46.6&98.2
> CC1CCCC(C)N1C(=O)C(=O)c1c[nH]c2ccccc12 (stereo not drawn)
  i | 0.156 | 58.1
> COc1ccc(-c2ccc(N3CCC(C(=O)Nc4ccccc4-c4ccccc4)CC3)nn2)cc1
  i | 0.114 | 63.5
> CCOc1ccc(C(=O)Nc2ccc3c(c2)CCCN3C(C)=O)cc1OCC
  i | 0.108 | 59.1
> CCOC(=O)N1CCN(CC(O)COc2cc(C)cc(C)c2)CC1 (stereo not drawn)
  i | 0.0297 | 36.1
> CCOC(=O)c1ccc(NC(=O)Cn2cc(OC)c(=O)cc2CSc2nc(C)cc(C)n2)cc1
  i | 0.0382 | 61.3
> COCCN1CCC(CNS(=O)(=O)c2ccccc2F)CC1
  i | 0.0643 | 38.6
> CCOC(=O)C(=O)c1c(O)[nH]c2ccccc12
  i | 0.0286 | 37.3
> Cc1ccsc1C(O)CNC(=O)C(=O)Nc1ccon1 (stereo not drawn)
  i | 0.111 | 50.5
> COc1cccc(C(=O)Nc2ccc3c(c2)CCCN3C(=O)C2CC2)c1OC
  i | 0.117 | 51.9
> O=S(=O)(c1ccc(F)cc1)c1nc(-c2ccccc2F)oc1NCc1cccnc1
  i | 0.107 | 49.2
> O=C(c1ccc(Br)o1)N(CCc1ccccc1)Cc1ccccn1
  i | 0.061 | 68.5
> COc1ccc(S(=O)(=O)N2CCC3(CC2)NC(=O)N(CCc2ccccc2)C3=O)cc1
  i | 0.0942 | 53.2
> CCOCCn1c(N2CCN(Cc3ccc(F)cc3)CC2)nc2c1c(=O)[nH]c(=O)n2C
  i | 0.0923 | 28.0
> CCNC(=O)c1c(NC(=O)c2snnc2CC)sc2c1CCCC2
  i | 0.0849 | 60.9
> O=C(NCCc1c[nH]c2ccccc12)c1csc(NS(=O)(=O)c2ccccc2)n1
  i | 0.0496 | 35.6

These rows are one share of the data. The share of hits here may be higher or lower than overall.
